A549 tox: counter-screen for Nrf2 inhibitors: cytotoxicity in A549 cells; A549 ARE-Fluc cells, CellTiter-Fluor viability, 18-24 h; Potency, µM (highest dose often 46 µM), for inactives: at the highest dose activity change, negative = cytotoxicity, hits mostly inhibitors; 390,000 tested, 0.16% active; AID 504648; note: potency is the fitted concentration of half-maximal effect; % is set by controls: 0 for no effect and ±100 for the full control effect
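A549 ARE-Fluc cells in 5% FBS OPTI-MEM, 5000 cells/well, rested 2 h then exposed to compounds in concentration-response for 18-24 h at 37 °C. Viability by CellTiter-Fluor fluorescence (Ex 405/Em 525) after 30 min; luciferase luminescence (BugLite, 15 min, RT) read afterwards.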
pAkt inh: blocks phosphorylation of Akt | 360,000 tested, 0.32% active | Neuro2A IGF-stimulated pAkt S473 HTRF, 20 min; hits give low values | AID 651550 | activity change, % for hits at 50 µM; in the data active = activity change below about -80%; inconclusive = mostly about -51% to -80%; note: % is set by controls: 0 for no effect and ±100 for the full control effect
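Single-point screen (50 µM final compound) in Neuro2A cells stimulated 20 min with 6 nM IGF at 37 deg C. After lysis, Ser473-phosphorylated Akt read by HTRF (ex 330 nm, em 615/665 nm) as the 665/615 ratio.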
Nrf2 block: blocks Nrf2 signaling; A549 ARE-Fluc reporter, luciferase luminescence, 18-24 h; Potency, µM (top dose mostly 46 µM), inactives show at the highest dose activity change, negative = inhibition, hits mostly inhibitors; 360,000 tested, 2.1% active; AID 504444; note: potency is the fitted concentration of half-maximal effect; % is set by controls: 0 for no effect and ±100 for the full control effect; nearly all actives have a fitted effect of over 60% in size
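A549 ARE_Fluc cells, 5000/well, 5% FBS OPTI-MEM; compounds in dose-response, 18-24 h at 37 °C/5% CO2; CellTiter-Fluor viability read (Ex 405/Em 525), then BugLite luciferase luminescence = Nrf2 activity.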
MmCpn inh: inhibitors of Methanococcus maripaludis chaperonin (MmCpn); purified Mm-Cpn ATPase, ADP Transcreener TR-FRET; Potency, µM (doses to about 76.9 µM), inactives show at the highest dose activity, negative = inhibition, hits mostly inhibitors; 330,000 tested, 0.031% active; note: potency is the fitted concentration of half-maximal effect; % is set by controls: 0 for no effect and ±100 for the full control effect; nearly all actives have a fitted effect of over 80% in size
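ATP (10 uM final) was added to archaeal chaperonin (25 nM final) after 10 min exposure to test compound at 37°C; after 30 min further incubation, ADP was detected by competitive TR-FRET.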
TGFb inhibitor: TGF-b pathway inhibition; HepG2 CAGA-GFP TGF-b/SMAD3 reporter, GFP fluorescence, 18 h; TGF-beta stimulated, 500 pg/mL final; AID 588855; 410,000 tested, 1.2% active; Potency, µM (highest dose often 46.1 µM), without a hit: top-dose activity, negative = inhibition, hits mostly inhibitors; note: potency is the fitted concentration of half-maximal effect; % is set by controls: 0 for no effect and ±100 for the full control effect; nearly all actives have a fitted effect of over 65% in size
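GFP signal (ex488/em500-530) from TGF-beta-stimulated HEPG2 CAGA-GFP cells, 500 pg/mL final, 18 h at 37 degrees C in DMEM plus 1% FBS, normalized to unstimulated and DMSO-stimulated controls.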
EPAC2 agonist: agonists of human EPAC2 (RAPGEF4). EPAC2 activation, biochemical qHTS; response scale: 100% = 6.5 mM cAMP response. Q8WZA2. Potency, µM (doses to about 154 µM), for inactives: at the top dose activation, actives largely listed as activators. AID 720711. 360,000 tested, 0.079% active; note: potency is the fitted concentration of half-maximal effect; nearly all actives have a fitted effect of over 50% in size
Target sequence (Q8WZA2 whole entry, looked up): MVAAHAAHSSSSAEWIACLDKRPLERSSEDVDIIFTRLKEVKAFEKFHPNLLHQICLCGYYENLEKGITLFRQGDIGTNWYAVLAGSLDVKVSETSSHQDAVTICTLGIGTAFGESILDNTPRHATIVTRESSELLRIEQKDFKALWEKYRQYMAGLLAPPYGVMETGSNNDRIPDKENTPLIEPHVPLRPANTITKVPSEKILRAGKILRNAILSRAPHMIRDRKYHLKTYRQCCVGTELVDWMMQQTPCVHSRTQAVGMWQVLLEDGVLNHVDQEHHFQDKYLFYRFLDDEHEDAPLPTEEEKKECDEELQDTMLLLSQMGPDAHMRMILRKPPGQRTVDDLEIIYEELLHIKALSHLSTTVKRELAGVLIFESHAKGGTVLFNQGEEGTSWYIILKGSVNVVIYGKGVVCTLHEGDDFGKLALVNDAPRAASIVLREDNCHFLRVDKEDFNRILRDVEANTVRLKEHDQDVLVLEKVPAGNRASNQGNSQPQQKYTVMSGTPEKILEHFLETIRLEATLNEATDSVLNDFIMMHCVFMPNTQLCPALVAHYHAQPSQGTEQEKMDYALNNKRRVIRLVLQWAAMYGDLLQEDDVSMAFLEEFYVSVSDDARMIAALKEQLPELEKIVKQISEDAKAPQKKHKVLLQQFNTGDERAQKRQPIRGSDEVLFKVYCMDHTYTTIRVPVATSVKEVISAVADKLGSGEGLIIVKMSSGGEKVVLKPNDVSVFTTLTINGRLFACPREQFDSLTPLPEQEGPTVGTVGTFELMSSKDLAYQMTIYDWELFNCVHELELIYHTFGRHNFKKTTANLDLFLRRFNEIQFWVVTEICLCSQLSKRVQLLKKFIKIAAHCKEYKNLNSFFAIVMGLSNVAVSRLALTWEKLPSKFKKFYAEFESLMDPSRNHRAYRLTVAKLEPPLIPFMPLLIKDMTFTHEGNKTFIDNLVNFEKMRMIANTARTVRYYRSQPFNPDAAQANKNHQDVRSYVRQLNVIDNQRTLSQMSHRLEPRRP
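In this primary screen, activation is scored as increased exchange of BODIPY-GDP from Rap1B by 100 nM EPAC2, with 50 uM GDP as competitor. Signal is normalized to the 6.5 mM cAMP agonist control.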
EPAC2 antagonist: EPAC2 (human) antagonism. Potency, µM (series often up to 114 µM), inactives show top-dose activity, negative = inhibition, actives largely listed as inhibitors. AID 720708. EPAC2 GEF exchange of Rap1B-BODIPY-GDP, fluorescence. 360,000 tested, 0.18% active; note: potency is the fitted concentration of half-maximal effect; % is set by controls: 0 for no effect and ±100 for the full control effect; nearly all actives have a fitted effect of over 45% in size; many of its hits are not listed in these tables
CCT modulator: modulators of cytosolic chaperonin (CCT/TRiC) activity; activity change, % (test concentration not listed), hits read low; 360,000 tested, 0.3% active; purified chaperonin ATPase assay, HTRF ADP detection, 30 min; in the data active = activity change below about -30%; note: % is set by controls: 0 for no effect and ±100 for the full control effect
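TRiC (40 or 20 nM final, by batch activity) in 30 mM Tris pH 7.4, 100 mM KCl, 5 mM MgCl2, 1 mM DTT was treated with compound at 76 uM single dose, then 10 uM ATP, 30 min at 37 °C. ADP was read by HTRF Transcreener.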
Nrf2 activator: Nrf2 pathway activation; AREc32 ARE-luciferase reporter (MCF7-derived line), luminescence, 24 h; Potency, µM (top dose mostly 46.1 µM), without a hit: at the top dose activation, usual class: activators; 410,000 tested, 0.31% active; AID 624171; note: potency is the fitted concentration of half-maximal effect; % of control where 0% means no effect; nearly all actives have a fitted effect of over 65% in size
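Steps: seed AREc32_Fluc cells (1000/well, 5% FBS OPTI-MEM); incubate overnight at 37 deg C; add 23 nL compound; incubate 24 hr; add Steady-Glo; hold 30 min RT; read luminescence.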
* hit, by the source's call; i = inactive; ? = inconclusive; . = not tested or not shown; & = joins results of further samples; [ ] = remark or other dose. Unless noted, calls come from the whole dose curve; as a rule, active = well fitted curve in the direction sought with a large enough effect; inconclusive = small, poorly fitted or top-dose-only effect, or another doubt; inactive = no such curve, though single readings can be large; an effect the other way counts as inactive or inconclusive. Some of the compounds tested; count on the stated rates, not on these rows.

SMILES | A549 tox | pAkt inh | Nrf2 block | MmCpn inh | TGFb inhibitor | EPAC2 agonist | EPAC2 antagonist | CCT modulator | Nrf2 activator
COc1ccc(C(C(=O)NCCC(C)C)N(CCO)C(=O)c2snc(C(N)=O)c2N)cc1OC (stereo not given) | -11% | i | -15% | 0% | 7% | -8% | 2% | -0.4 | -0.8%
COc1ccccc1CNC(=O)[C@H](C)NC(=O)C1CCN(C(=O)[C@@H]2CCCN2C(=O)OC(C)(C)C)CC1 | 0% | i | 9% | -1% | -6% | 2% | 7% | -0.8 | 1.9%
Cc1ccc(N2C(=O)CS/C2=N\C(=S)Nc2ccccc2)cc1 | -10% | i | 4% | ? | 5% | -5% | 16% | 2.0 | -0.6%
O=C1NC(=Nc2ccccc2Cl)S/C1=C\c1cccc([N+](=O)[O-])c1 | -2% | i | 29% | -1% | ? | 5% | -9% | -3.6 | ?
Cc1cc(C)c(C#N)c(SCC(=O)Nc2ccc(S(=O)(=O)Nc3ncccn3)cc2)n1 | -10% | i | 0% | -2% | 2% | 3% | 13% | 1.8 | -0.2%
CCN(CC)S(=O)(=O)c1cccc(NC(=S)NC(=O)/C=C/c2ccc(S(=O)(=O)N3CCOCC3)cc2)c1 | 1% | i | -5% | -3% | 8% | 6% | -4% | -4.4 | -1.4%
CC(C)(C)C(=O)Nc1cc(S(=O)(=O)Nc2ccc(Cl)cc2)ccc1Cl | -6% | i | ? | 0% | -3% | 5% | -11% | -6.8 | 0.3%
CCOC(=O)N1CCC(NC(=O)C(Cc2ccccc2)NC(=O)c2ccco2)CC1 (stereo not given) | 6% | i | -6% | 1% | -7% | 2% | -2% | 2.6 | 0.5%
CCc1ccc(OC)c(S(=O)(=O)N2CCN(C(=O)c3ccco3)CC2)c1 | 0% | i | 6% | -3% | 19% | -3% | -9% | -3.4 | 0.7%
CC(=O)Nc1ccc(NC(=O)/C=C/c2ccccc2)cc1 | 4% | i | ? | 2% | 3% | 4% | 12% | 1.9 | 2.6%
CN(CC(=O)Nc1ccc(Cl)cc1)Cc1cc(=O)n2ccsc2n1 | 4% | i | -13% | -1% | 8% | 1% | 2% | 2.0 | 3.0%
O/N=C/c1ccc(OCc2ccccc2)c(Cl)c1 | 9% | i | ? | -2% | 0% | 21% | -7% | 1.7 | 3.0%
CCOc1ccccc1-c1noc(CCC(=O)Nc2cccnc2)n1 | 3% | i | ? | -1% | 2% | 16% | -5% | -0.6 | -0.1%
NC(CO)c1csc(Nc2ccc(C(=O)c3ccccc3)cc2)n1 (stereo not given) | . | i | . | . | 11% | 3% | 10% | 1.1 | 3.8%
O=C1N[C@@H](c2ccccc2)COC(=O)[C@H](Cc2ccc(F)cc2)CC/C=C/C[C@@H]1CC(=O)N(CCO)Cc1ccccc1 | ? | i | ? | 0% | ? | 16% | 6% | -0.3 | -0.1%
Cc1ccc(NC(=O)c2cc(C)nc3ccccc23)c(C)c1 | 2% | i | 0% | 1% | 0% | 8% | -2% | -0.1 | -0.1%
CC(C)(C)c1ccc(-c2nc3c(C#N)c(-c4ccc5c(c4)OCO5)ccn3n2)cc1 | -2% | i | 15% | -1% | -19% | 6% | -3% | -1.8 | 0.0%
CC(C)N1CCC(=NNC(=O)c2ccccc2[N+](=O)[O-])CC1 | 0% | i | 2% | 1% | -1% | -6% | 23% | -1.7 | 0.4%
COc1ccc(Br)cc1CN(C)C(=O)c1ccncc1 | 2% | i | 1% | -3% | -2% | 11% | -5% | -0.5 | -0.2%
CCOc1ccccc1NC(=O)C(=O)Nc1ccc2nc3n(c(=O)c2c1)CCCCC3 | 3% | . | 3% | . | 1% | . | . | . | -0.5%
CCc1ccc(CC2(O)CC(C)N(C)CC2C)cc1 (stereo not given) | -1% | i | -6% | 3% | -5% | 4% | 5% | 0.4 | -0.9%
CCn1c2ccccc2c2cc(CN3CCN(Cc4cccc(Cl)c4)CC3)ccc21 | -7% | . | 1% | . | ? | . | . | . | 6.9%
Cc1cc(Cl)cc2c(N=Nc3ccccc3C(=O)O)c(O)[nH]c12 | -10% | i | ? | 0% | -3% | -5% | 30% | -0.3 | 2.9%
CCCNCc1cc(Cl)c(OCC)c(Cl)c1 | 9% | i | 7% | -23% | -2% | 10% | 21% | 2.0 | 0.2%
CCCCN(CC)C(=O)CSc1nc2n[nH]c(C)c2c(=N)n1-c1cccc(C)c1 | 0%&-5% | i | ? | -7% | 7.1µM* | -12% | 33%[activator] | -1.4 | -1.4%&-1.4%

3 of these compounds, set out differently.
Below each compound – A549 tox | pAkt inh | Nrf2 block | MmCpn inh | TGFb inhibitor | EPAC2 agonist | EPAC2 antagonist | CCT modulator | Nrf2 activator
CN(CC(=O)Nc1ccc(Cl)cc1)Cc1cc(=O)n2ccsc2n1
    4% | i | -13% | -1% | 8% | 1% | 2% | 2.0 | 3.0%
O/N=C/c1ccc(OCc2ccccc2)c(Cl)c1
    9% | i | ? | -2% | 0% | 21% | -7% | 1.7 | 3.0%
CCOc1ccccc1-c1noc(CCC(=O)Nc2cccnc2)n1
    3% | i | ? | -1% | 2% | 16% | -5% | -0.6 | -0.1%

Returning to the listing with the 2 entries that preceded the break.
SMILES | A549 tox | pAkt inh | Nrf2 block | MmCpn inh | TGFb inhibitor | EPAC2 agonist | EPAC2 antagonist | CCT modulator | Nrf2 activator
CCCNCc1cc(Cl)c(OCC)c(Cl)c1 | 9% | i | 7% | -23% | -2% | 10% | 21% | 2.0 | 0.2%
CCCCN(CC)C(=O)CSc1nc2n[nH]c(C)c2c(=N)n1-c1cccc(C)c1 | 0%&-5% | i | ? | -7% | 7.1µM* | -12% | 33%[activator] | -1.4 | -1.4%&-1.4%
CCn1c(C)nc2cc(C(=O)N/N=C/c3cccc(O)c3O)ccc21 | -15% | i | -25% | 2% | -5% | -4% | 10% | 0.6 | 0.2%
CC(C)COc1cccc(C(=O)NC2(C)CCS(=O)(=O)C2)c1 (stereo not given) | 0% | i | -19% | -1% | 2% | 3% | 0% | 0.0 | 0.3%
O=C(O)CCn1c(-c2ccccc2)cc2c1CCCC2=O | 0% | i | -3% | 2% | -22% | 5% | -3% | -1.1 | -1.9%
CCc1ccc(CNC(=O)CSc2cc(=O)n(C)c3ccc(Cl)cc23)cc1 | -2% | . | -14% | . | -7% | . | . | . | -0.9%
Cc1nc(=S)c2c([nH]1)-c1ccccc1CC21CCCCC1 | ? | i | ? | 0% | 0% | 3% | -6% | -1.1 | 0.3%
Cc1ccc(-c2nc(CS(=O)CC(=O)NCCN3CCCCC3C)c(C)o2)cc1 (stereo not given) | 2% | i | 9% | 1% | -1% | 13% | 6% | -2.7 | -0.3%
CC1Cc2ccccc2N1CC(=O)Nc1ccc2c(c1)OCCCO2 (stereo not given) | 7% | i | -7% | -4% | -13% | 8% | -9% | -2.5 | 1.0%
O=S(=O)(NCC(c1cccnc1)N1CCOCC1)c1cccs1 (stereo not given) | 3% | i | 0% | -1% | 23% | -1% | 13% | 2.0 | -0.8%
O=C(c1cccc(NC2=NC3CS(=O)(=O)CC3S2)c1)N1CCN(c2ccc(F)cc2)CC1 (stereo not given) | -1% | i | 7% | 1% | -21% | 7% | 7% | -1.3 | -0.9%
CCC(=O)Nc1cc(C(C)(C)C)ccc1C(C)=O | 6% | i | 11% | 0% | 4% | 3% | 7% | -0.8 | 0.5%[9.22 µM]
O=C(c1ccc2c(c1)N(Cc1ccc(Cl)cc1)C(=O)c1ccccc1S2(=O)=O)N1CCCCC1 | -19% | . | -19% | . | -5% | . | . | . | -0.3%
O=C(NCc1ccco1)c1cc(-c2cccs2)nc2ccccc12 | 15% | i | -8% | -22% | ? | -3% | -1% | 0.5 | 5.0%[9.22 µM]
Cc1ccc(CNC(=O)c2ccc3c(=O)n(CC4CCCO4)c(=S)[nH]c3c2)cc1 (stereo not given) | 2% | . | . | . | -25% | 7% | 6% | -1.0 | -1.0%
O=c1cc(CCl)nc2sc3ccccc3n12 | -6% | i | -7% | -3% | ? | -1% | -6% | 0.7 | 2.0%
CC(C)(C)c1ccc(OCCCn2ccnc2)cc1 | -4% | i | ? | -2% | -16% | 4% | -2% | 0.1 | 3.1%
CCOc1ccc(NS(=O)(=O)c2ccc(NC(C)=O)c(OC)c2)cc1 | -23% | i | -19% | -1% | 0% | 5% | 10%[57.1 µM] | -1.2 | 0.3%
O=C(/C=C/c1ccccc1)NCc1ccco1 | -11% | i | ? | 1% | -9% | 4% | 17% | 1.1 | 11%
CC(=O)c1ccc(-n2c(=O)[nH]c(=O)c3c(N)c(C(=O)c4ccc(Cl)cc4)sc32)cc1 | 0% | i | ? | -12% | ? | -5% | 2% | -0.4 | 2.9%
CC(C)C[C@H](NC(=O)N1CCn2c1nc1ccccc12)C(=O)NCCc1ccccc1 | -14% | i | 7% | 2% | ? | 6% | -19% | -1.4 | -0.4%

Profiles, quoted from the list.
`Cc1ccc(CNC(=O)c2ccc3c(=O)n(CC4CCCO4)c(=S)[nH]c3c2)cc1` (stereo not given) is listed with A549 tox = 2%; pAkt inh = .; Nrf2 block = .; MmCpn inh = .; TGFb inhibitor = -25%; EPAC2 agonist = 7%; EPAC2 antagonist = 6%; CCT modulator = -1.0; Nrf2 activator = -1.0%
`CCn1c(C)nc2cc(C(=O)N/N=C/c3cccc(O)c3O)ccc21` is listed with A549 tox = -15%; pAkt inh = i; Nrf2 block = -25%; MmCpn inh = 2%; TGFb inhibitor = -5%; EPAC2 agonist = -4%; EPAC2 antagonist = 10%; CCT modulator = 0.6; Nrf2 activator = 0.2%

High-throughput results deposited in PubChem by National Center for Advancing Translational Sciences (NCATS).
